JMJD2C inh = inhibitors of GASC-1 histone demethylase, primary screen, biochemical, fluorescence, DELFIA europium; hit rate 0.069% among 330,000; inhibition, % at 2.35 µM; GST-JMJD2C(1-420) H3K9me3 demethylation; Lysine-specific demethylase 4C (Homo sapiens), Q9H3R0;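 active = more than half of a compound's replicate wells show inhibition beyond 50%, single wells judged on their own value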;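 note: signal counts dimethyl H3K9 product captured on neutravidin plate; 0% = median of DMSO wells and 100% = 0.3 times that DMSO median; strong numbers were not always called active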
Target sequence (Q9H3R0 1-420 limits assumed): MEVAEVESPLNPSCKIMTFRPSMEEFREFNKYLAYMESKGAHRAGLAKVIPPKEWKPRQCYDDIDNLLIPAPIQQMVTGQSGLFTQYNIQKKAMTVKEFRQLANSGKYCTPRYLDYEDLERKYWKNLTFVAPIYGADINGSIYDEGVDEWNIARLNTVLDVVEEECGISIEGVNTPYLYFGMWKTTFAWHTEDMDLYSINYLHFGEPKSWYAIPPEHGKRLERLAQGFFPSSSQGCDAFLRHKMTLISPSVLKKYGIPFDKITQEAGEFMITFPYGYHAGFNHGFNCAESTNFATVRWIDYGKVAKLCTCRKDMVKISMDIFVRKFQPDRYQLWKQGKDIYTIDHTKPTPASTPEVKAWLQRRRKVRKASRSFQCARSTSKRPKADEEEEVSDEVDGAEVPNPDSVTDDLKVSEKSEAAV
TPT1 inhibitor = Candida albicans TPT1 enzyme inhibitors, primary screen, biochemical, fluorescence polarization; tRNA 2'-phosphotransferase TPT1 (Candida albicans SC5314); recombinant caTPT1, FP RNA substrate dephosphorylation; inhibition, % at 5 µM; hit rate 0.81% among 300,000; AID 1962, 2009;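 active = inhibition above the mean of all tested compounds plus 3 SD, set per screening campaign, cut at about 24% in these data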;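 note: plate controls were DMSO alone for no effect and ferristatin control at 100 nM for full effect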
Fh CTSL1 inh = Fasciola hepatica cathepsin L1 inhibitors, primary screen, counter-screen for PFM18AAP inhibitor project, biochemical, QFRET, fluorogenic peptide substrate; recombinant F. hepatica cathepsin L1, Z-Leu-Arg-MCA fluorescence; hit rate 0.49% among 300,000; AID 1906, 2009; inhibition, % at 5.96 µM;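 active = inhibition above the mean of all tested compounds plus 3 SD, set per screening campaign, cut at about 17% in these data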;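 note: 0% = plate median of test compound wells and 100% = 1 µM Z-Phe-Ala-diazomethylketone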
PREPL inh = PREPL enzyme inhibitors, primary screen, biochemical, fluorescence polarization. Prolyl endopeptidase-like (Homo sapiens), Q4J6C6. recombinant PREPL, fluorescence polarization activity-based probe. inhibition, % at 5.96 µM. hit rate 0.68% among 320,000. AID 2751, 2010; in the data active = inhibition above about 43%;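 note: 0% = enzyme with DMSO and 100% = wells lacking enzyme; many of its hits are not listed in these tables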
LYPLA2 inh = LYPLA2 inhibitors, primary screen, counter-screen for PME1 inhibitor project, biochemical, fluorescence polarization, FP-Rh probe ABPP; Acyl-protein thioesterase 2 (Homo sapiens), O95372; recombinant LYPLA2; inhibition, % at 5.9 µM; hit rate 0.38% among 320,000; AID 2177, 2009;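 active = inhibition above the screen-wide mean plus 3 SD, limit set per campaign, cut at about 26% in these data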;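 note: 0% = LYPLA2 with DMSO and 100% = wells lacking LYPLA2 enzyme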
Target sequence (O95372 whole entry, looked up): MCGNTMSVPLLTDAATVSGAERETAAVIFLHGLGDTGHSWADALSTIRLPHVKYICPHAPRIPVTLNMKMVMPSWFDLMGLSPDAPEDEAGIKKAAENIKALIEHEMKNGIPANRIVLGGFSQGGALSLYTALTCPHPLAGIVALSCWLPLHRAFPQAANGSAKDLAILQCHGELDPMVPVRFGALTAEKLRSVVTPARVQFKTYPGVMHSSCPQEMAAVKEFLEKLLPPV
PP5 inh = PP5 phosphatase inhibitors, primary screen, biochemical, fluorescence | Serine/threonine-protein phosphatase 5 (Homo sapiens), P53041 | inhibition, % at 6.7 µM | hit rate 0.18% among 320,000 | purified PP5c, OMFP substrate fluorescence;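 active = inhibition above the campaign's mean inhibition across all tested compounds plus 3 SD, cut at about 9.5% in these data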;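 note: 0% = DMSO only and 100% = 100 µM cantharidin control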
Efflux pump mplx = inhibitors of Candida efflux pumps in yeast, primary screen, S. cerevisiae, Nile Red, multiplex | S. cerevisiae Candida pump triplex | inhibition, % at 10 µM | hit rate 0.44% among 330,000 | AID 485275, 2010;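 active = plate passing quality check with inhibition over a set limit, or well fluorescence over plate mean plus 4 SD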;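 note: Nile Red retained in pooled yeast measured as flow cytometry median fluorescence; 0% = buffer negative control and 100% = Enniatin B positive control; higher means more Nile Red kept so more efflux inhibition; some compounds called inactive have numbers as strong as hits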
PP1 counter = PP1-alpha phosphatase inhibitors, primary screen, counter-screen for PP5 inhibitor project, biochemical, fluorescence, OMFP substrate, single point; Serine/threonine-protein phosphatase PP1-alpha catalytic subunit (Homo sapiens), P62136; purified PP1alpha; inhibition, % at 6.7 µM; hit rate 0.9% among 320,000;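 active = inhibition above the mean inhibition of all tested compounds plus 3 SD, computed separately for each screening campaign, cut at about 15% in these data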
Target sequence (P62136 whole entry, looked up): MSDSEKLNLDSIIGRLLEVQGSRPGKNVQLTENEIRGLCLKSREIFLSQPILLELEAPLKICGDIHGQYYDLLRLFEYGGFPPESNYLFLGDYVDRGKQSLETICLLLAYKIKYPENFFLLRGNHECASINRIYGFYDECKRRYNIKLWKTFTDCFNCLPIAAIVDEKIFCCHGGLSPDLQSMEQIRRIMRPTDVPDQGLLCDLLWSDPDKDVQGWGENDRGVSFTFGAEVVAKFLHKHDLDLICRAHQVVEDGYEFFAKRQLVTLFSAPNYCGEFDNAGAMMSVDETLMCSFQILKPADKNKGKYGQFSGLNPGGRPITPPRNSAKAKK
core dimer inh = inhibitors of HCV core protein dimerization, primary screen, biochemical, TR-FRET, high-throughput; hit rate 0.33% among 300,000; inhibition, % at 5 µM; TR-FRET GST/Flag-core106 dimerization, 1536-well;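 active = inhibition above the mean of all tested compounds plus 3 SD, set per screening campaign, cut at about 45% in these data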
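Material: Tagged HCV core106 pair (GST and Flag) | Amount: GST-core106 13.5 nM, Flag-core106 17 nM | Medium: KF-containing HEPES buffer, pH 7.45, DTT, CHAPS, BSA | Reagent: Eu donor and XL665 acceptor anti-tag antibodies | Schedule: 4 h at 22.5 °C | Technique: Time-resolved FRET, ex 340 nm, em 617 and 671 nm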
* hit, by the source's call; / = not tested or not shown; & = joins results of further samples. An excerpt; count on the stated rates, not on these rows.

SMILES | JMJD2C inh | TPT1 inhibitor | Fh CTSL1 inh | PREPL inh | LYPLA2 inh | PP5 inh | Efflux pump mplx | PP1 counter | core dimer inh
CCOc1cc(C(=O)NC(C)C2CCCO2)cc(OCC)c1OCC (configuration not stated) | 3 | 1 | -1 | -6 | -1 | -1.4 | 0.0 | 5 | -2
CCOC(=O)c1ccc(NC(=O)CCS(=O)(=O)c2cccc3nonc23)cc1 | -3 | -1 | -4 | 3 | 2 | 3.5 | 0.1 | 1 | -6
CCC(=O)Nn1cnc2c(c1=O)C1(CCCCC1)Cc1ccccc1-2 | -3 | -1 | 6 | -8 | 7 | 3.2 | -0.1 | 2 | -4
Cc1ccc(F)cc1N=Cc1c(O)c2ccccc2oc1=O | 3 | 1 | 8 | -1 | -4 | -1.2 | -0.1 | -2 | 6
O=C(Nc1ccc(-c2noc(CCc3ccccc3)n2)cc1)c1ccco1 | -7 | 9 | 3 | -36 | -48 | 5.9 | 0.2 | 3 | 33
O=C(NCc1ccncc1)C(=O)N/N=C/c1ccccn1 | 7 | -4 | 0 | 4 | 5 | -2.4 | -0.2 | 0 | -7
CCOC(=O)Cc1csc(NC(=S)NC(=O)c2ccccc2Br)n1 | 6 | 0 | 0 | 7 | 6 | 0.8 | 0.0 | 2 | -4
Cc1ccc(N=N/C(=C\O)C(=O)c2ccncc2)cc1 | 9 | 2 | 4 | -2 | 2 | 3.4 | 0.2 | -1 | 17
COc1ccc(CC(=O)OC2CCCN(C)C2)cc1 (configuration not stated) | -7 | -3 | -1 | -4 | -2 | 1.9 | -0.1 | -1 | 3
Cc1nc(Cc2nnc(SCc3nc(N)nc(Nc4ccccc4C)n3)o2)cs1 | -4 | 1 | -2 | -2 | -3 | 1.3 | 0.2 | -3 | -3
OCC[C@H]1C[C@@H](O)[C@H](O)[C@@]2(OCCc3ccccc32)O1 | 3 | 1 | 1 | 6 | 6 | 1.1 | 0.0 | 2 | 7
CCN1C(=O)[C@H]2[C@@H](c3ccc(-c4ccc(C(C)=O)cc4)cc3)N3CCCC[C@@]3(C(=O)OC)[C@H]2C1=O | -14 | -3 | 2 | 26 | -4 | 2.6 | / | -2 | -16
c1ccc(-c2cn(-c3ccccc3)c3[n+]2CCS3)cc1 | 8 | 1 | -9 | 3 | 0 | 1.6 | 0.6 | 6 | -4
CCOc1ccc(N=C2Sc3nc4ccc(C)cc4cc3CN2CCOC)cc1 | 19 | -3 | -2 | 22 | 5 | 2.5 | 0.0 | 2 | 1
CSc1nsc(SC)c1C(=O)Nc1ccc(C(C)(C)C)cc1 | -5 | -4 | 3 | 2 | -11 | 1.4 | -0.1 | -1 | 5
Cc1cc(C(=O)Nc2c(F)cc(F)cc2Br)cs1 | -13 | -3 | 0 | 4 | 2 | 3.7 | 0.3 | -4 | -4
Cc1c(C)c2ccc(OCC(=O)Nc3cccnc3)c(C)c2oc1=O | 25 | -3 | -1 | 7 | 7 | 0.0 | 0.2 | -1 | 7
CC(C)c1nc2sc3c(SCC(N)=O)ncnc3c2c2c1CCC2 | 6 | -3 | 2 | 0 | 8 | -0.7 | 0.1 | -4 | -3
Cc1ccc(C(=O)NNC(=O)CSc2nnc(C(C)C)n2C)cc1 | 6 | -1 | 0 | -4 | 1 | 3.3 | 0.1 | 0 | -2
COc1ccc(-c2csc(-c3cccs3)n2)c(OC)c1 | 1 | 1 | 9 | 8 | 4 | -0.1 | -0.1 | 1 | 11
Cc1cc(Cl)ccc1OCCCC(=O)NCCCn1ccnc1 | -10 | 0 | 0 | 15 | 0 | -2.1 | 0.1 | -8 | 8
Cc1onc(-c2c(Cl)cccc2Cl)c1C(=O)NCC1CCCO1 (configuration not stated) | -15 | 1 | -2 | 4 | -3 | -0.6 | -0.1 | -1 | 0
COc1ccc(NC(=O)c2ccccc2C)cc1 | 16 | -1 | 0 | 5 | 0 | 1.0 | 0.4 | -1 | -2
Cc1cc(NC(=O)C(C)SCC(=O)Nc2cc(C(F)(F)F)ccc2N2CCCCC2)no1 (configuration not stated) | 7 | -2 | 4 | -3 | 5 | 7.0 | 0.0 | 7 | 3
COc1ccc(-c2nnn(CC(=O)N(CC(=O)NCCC(C)C)c3ccccc3)n2)cc1OC | 38&2 | 1 | 4 | -3 | -1 | 0.9 | -0.1 | -1 | 3
CCc1nnc(NS(=O)(=O)c2ccc(NC(=O)CCC(=O)OC)cc2)s1 | 4 | 0 | 2 | 1 | 2 | -0.7 | 0.0 | -4 | 7
O=C(NCCN1CCCc2ccccc21)C1CCC(=O)N(CCc2ccccc2)C1 (configuration not stated) | 26 | -3 | 6 | 12 | 5 | 0.6 | 0.0 | -1 | -1
Cc1c(C(=O)N2CCN(c3ccccc3)CC2)oc2c(Cl)cccc12 | / | / | / | 8 | -1 | 3.2 | 0.3 | -3 | /
O=S(=O)(NCC(O)COCc1ccco1)c1cccs1 (configuration not stated) | -5 | 2 | 9 | 18 | 6 | 1.7 | 0.1 | -1 | 5
CCc1cccc2c(C=C(C#N)C#N)cn(CC(=O)N3CCCC3)c12 | 1 | 2 | -2 | 5 | -4 | 2.7 | 0.0 | -5 | -1
Clc1ccc(CO/N=C/c2cccs2)cc1 | 0 | -2 | -1 | 5 | 3 | 0.5 | 0.0 | -5 | 1
CCn1nnc2cc(C(=O)Nc3cc(OC)cc(OC)c3)ccc21 | -28 | 0 | -4 | -2 | -5 | -0.2 | -0.1 | -2 | -3
O=C(CSc1ccc(-c2cccnc2)nn1)N1CCCc2ccccc21 | 11 | 4 | -1 | -10 | 0 | -1.2 | 0.1 | -2 | 12
CCn1ccnc1CN1CCc2c([nH]c3ccccc23)C1C(C)(C)C (configuration not stated) | 10 | -3 | -2 | -3 | -1 | 2.2 | -0.1 | -5 | 2
CCCCC#Cc1ccc(C(=O)NNC(=O)Nc2ccccc2)o1 | 1 | 0 | -5 | 3 | -3 | 3.7 | 0.6 | 6 | 3
O=C(CS(=O)CC(=O)Nc1cnc2ccccc2c1)Nc1ccc(Cl)cc1 (configuration not stated) | -4 | -5 | 8 | -3 | -10 | 0.7 | 0.2 | 0 | 10
CCOCCCNC(=O)/C(C#N)=C/c1ccc(-c2ccc(S(=O)(=O)N3CCOCC3)cc2)o1 | -12 | 4 | 7 | 11 | 4 | 2.3 | -0.1 | 0 | 11
Cc1cccn2c(=O)c3cc(C(=O)NCCN4CCOCC4)c(=N)n(Cc4ccc(F)cc4)c3nc12 | -5 | 2 | 1 | 12 | 3 | 0.1 | -0.6 | -1 | 11
CCn1c(CNC(=O)c2cccc(C)c2)nnc1SCC(=O)Nc1cccc(OC)c1 | 36 | -3 | -1 | 4 | -5 | 0.3 | 0.0 | -3 | 1
CCOc1ccccc1OCCCC(=O)Nc1ccc(Cl)c(S(=O)(=O)N2CCOCC2)c1 | -34 | / | / | 11 | -2 | 3.5 | 0.3 | 3 | /
O=c1c(-c2ccccc2)c(O)c2ccccc2n1-c1ccccc1 | 17 | -5 | 0 | 7 | 8 | -1.6 | 0.0 | -4 | 7
CCCCCC(O)CCc1n[nH]c(=S)n1-c1ccccc1 (configuration not stated) | 1 | -3 | 1 | -2 | 4 | 3.2 | -0.2 | 3 | -5
COc1ccc(C2CC(c3ccc(C)cc3)Nc3ncnn32)cc1 (configuration not stated) | 11 | 2 | -5 | -41 | 1 | -0.5 | 0.3 | -6 | -1
O=C(CN1CCOCC1)Nc1ccc2c(c1)CCC2 | 3 | -1 | 2 | -6 | 4 | -0.3 | 0.1 | -5 | -4
Cc1ccc(-n2nc3c(c2NC(=O)CC(C)C)CS(=O)C3)cc1 (configuration not stated) | -6 | 0 | 0 | 6 | -2 | -1.8 | -0.1 | 0 | 29
Cc1cccc(N2CCN(S(=O)(=O)c3ccc4c(c3)n(C)c(=O)c(=O)n4C)CC2C)c1 (configuration not stated) | -6 | -1 | 4 | 16 | 3 | 2.2 | 0.3 | -13 | 6
CCc1nc2ccc(C(=O)O)cc2nc1CC | 7 | -4 | 4 | 8 | 8 | 1.1 | 0.0 | -2 | -9
COc1ccc(N(C)S(=O)(=O)c2cccc(C(=O)Nc3nc(C)cs3)c2)cc1 | -8 | / | / | 4 | -1 | 2.3 | 0.5 | -1 | /
N#C/C(=C\c1ccc(-c2cccc([N+](=O)[O-])c2)o1)C(=O)N1CCOCC1 | -8 | -2 | 4 | 6 | -3 | 3.6 | 0.4 | -3 | 3
Cc1ccc(S(=O)(=O)N2CCN(C(=O)c3ccnn3C)CC2)cc1C | 4 | 1 | -2 | 8 | 3 | 2.3 | 0.3 | 2 | 3
Continuation:
SMILES | JMJD2C inh | TPT1 inhibitor | Fh CTSL1 inh | PREPL inh | LYPLA2 inh | PP5 inh | Efflux pump mplx | PP1 counter | core dimer inh
CCOc1ccc(/C=N/NC(=O)CC(=O)Nc2ccc(Cl)c(Cl)c2)cc1 | 8 | 1 | 1 | -6 | -21 | 2.8 | -0.1 | 14 | -3
CCC(C)OC1OC(CO)C(O)C(O)C1NC(C)=O (configuration not stated) | -2 | -4 | -4 | 2 | 3 | 0.5 | -0.1 | -3 | -9
COc1ccc(/C=C(/NC(=O)c2ccco2)C(=O)NCc2ccco2)cc1OC | -18 | -4 | -5 | 6 | -5 | -4.3 | 0.1 | -8 | -14
COc1ccc(C(=O)N[C@H](C(=O)NCc2ccco2)C(C)C)cc1 | 1 | -5 | 19* | 19 | 0 | -1.6 | -0.1 | 4 | 7
CC1CCN(C(=O)c2cc3ccccc3cc2O)CC1 | 0 | 1 | 0 | 0 | 8 | 1.2 | 0.0 | 0 | -4
CCOc1ccc(CCNC(=O)C2CCN(c3nn4c(=O)cc(C)nc4s3)CC2)cc1 | -2 | 2 | 1 | 21 | -1 | -0.8 | 0.0 | 1 | 6
CN(C)S(=O)(=O)c1ccc(N2CCCC2)c(C(=O)Nc2ccccc2OC(F)F)c1 | -2 | 3 | -2 | 3 | 0 | 1.4 | 0.0 | 1 | 0
Cc1ccc(C(=O)N2CCN=C2SCc2ccc([N+](=O)[O-])cc2)cc1C | -1 | 3 | 3 | -2 | 6 | 3.2 | -0.1 | -6 | 6
CSc1ccc(CNc2nc3ccccc3n3cnnc23)cc1 | -6 | -2 | 2 | 11 | -5 | 2.7 | 0.5 | 8 | 6
CC(C)(C)C1CCC(C(=O)OCC(=O)N2CCOCC2)CC1 (configuration not stated) | 12 | 2 | -12 | -2 | 4 | 1.4 | 0.3 | 0 | -2
CCCCn1c(SCC(=O)OC)nc2c1c(=O)n(C)c(=O)n2C | 0 | 1 | 5 | 12 | 1 | 5.3 | 0.0 | -5 | -6

Assay outcomes deposited in PubChem BioAssay by several laboratories.
